Neddylation inh – blocks human cullin neddylation. P61081+Q13564. TR-FRET cullin neddylation, biochemical. calls only at 25 µM. actives 0.58% (n = 360,000). AID 651699; in the data active means inhibition above about 36%
SUMO1 PPI mod – SUMO1-SIM interaction modulation | P63165 | SUMO1 binding to a labelled peptide, TR-FRET, 1 h | inhibition, % at 20 µM | actives 0.33% (n = 360,000); in the data active means inhibition above about 37%
Target sequence (P63165 whole entry, looked up): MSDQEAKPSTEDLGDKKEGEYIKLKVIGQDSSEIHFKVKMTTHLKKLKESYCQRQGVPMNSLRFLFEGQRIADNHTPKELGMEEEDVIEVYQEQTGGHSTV
NadD block – blocks S. aureus nicotinate mononucleotide adenylyltransferase; purified NadD enzyme, colorimetric absorbance read-out; inhibition, % at 20 µM; actives 0.78% (n = 360,000); in the data active means inhibition above about 26%; further: some compounds past the cut are filed as inactive
LMPTP inh – blocks human LMPTP phosphatase | P24666 | recombinant LMPTP-A, OMFP fluorogenic substrate, fluorescence intensity | inhibition, % at 20 µM | actives 0.22% (n = 360,000) | AID 651560;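 active means compounds that cut the enzyme signal by at least half of the control window in the single-dose screen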;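 further: plate controls were DMSO wells with enzyme plus substrate for no effect and substrate without enzyme for full effect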
Target sequence (P24666 whole entry, looked up): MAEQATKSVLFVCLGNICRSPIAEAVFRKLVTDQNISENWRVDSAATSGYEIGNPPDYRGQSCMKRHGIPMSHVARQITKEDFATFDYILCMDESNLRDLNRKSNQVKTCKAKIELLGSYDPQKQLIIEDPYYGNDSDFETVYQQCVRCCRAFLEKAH
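Assay system: LMPTP-A phosphatase enzyme | Input: 0.625 nM enzyme | Also added: Fluorogenic phosphatase substrate OMFP at 400 µM final | Compound dosing: One test concentration per compound, 20 µM, with 3% DMSO overall | Schedule: 50 min enzyme reaction at room temperature, protected from light | Signal: Fluorescence intensity | Benchmarks: no-enzyme and uninhibited controls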
SKN-1 block – C. elegans SKN-1 inhibition. C. elegans VP596 Pgst-4::GFP/RFP ratio, acrylamide-induced, 24 h. actives 0.49% (n = 360,000). AID 624304. inhibition, % at 21.8 µM;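 active means interference check ratio from 0.5 to 1.5 plus GFP to RFP signal ratio inhibition reaching or exceeding a fixed threshold, cut at about 30% in these data, passing the limit was not always enough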; further: some compounds called inactive have numbers as strong as hits
Scp-1 inhibitor – blocks human Scp-1 phosphatase activity; Q9GZU7; Recombinant Scp1, phosphopeptide, malachite green phosphate absorbance; inhibition, % at 20 µM; actives 0.88% (n = 340,000); AID 493091;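 active means inhibition above about 50% at 20 µM, limit read from the data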;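 further: plate controls were DMSO wells with enzyme for no effect and wells lacking enzyme for full effect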
Target sequence (Q9GZU7 76-261 limits assumed): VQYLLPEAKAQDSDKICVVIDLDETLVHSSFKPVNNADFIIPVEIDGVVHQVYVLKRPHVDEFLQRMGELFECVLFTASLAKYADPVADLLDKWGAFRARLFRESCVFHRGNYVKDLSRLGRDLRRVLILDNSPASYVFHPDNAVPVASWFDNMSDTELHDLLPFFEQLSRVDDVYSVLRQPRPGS
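Test system – truncated SCP-1 phosphatase (76-261aa) · Reagent – Phosphorylated 17-residue peptide substrate · Incubation – 45 min room-temperature reaction, 5 min colour, 30 min stabiliser · Detection – colorimetric phosphate reagent with accelerator and stabiliser, absorbance at 630 nm · Measure – % inhibition at 20 µM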
CendR NRP1 mod – NRP-1/CendR interaction modulation; O14786; FAM-RPARPAR peptide binding to NRP-1, fluorescence polarization; inhibition, % at 25 µM; actives 0.85% (n = 360,000);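 active means inhibition or corrected inhibition above about 18%, plus a signal ratio from 0.5 to 1.5, limit read from the data, passing the limit was not always enough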; further: strong numbers were not always called active
DNMT1 block – DNMT1 (human) enzyme inhibition | DNMT1 molecular beacon, Hinp1I cleavage, fluorescence | actives 0.83% (n = 360,000) | inhibition (reported as % activation of signal), % at 10 µM | P26358; in the data active means inhibition above about 50%
STEP inh – inhibitors of human striatal-enriched phosphatase STEP; P54829; recombinant STEP, OMFP fluorogenic substrate, fluorescence; inhibition, % at 20 µM; actives 0.25% (n = 360,000);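 active means inhibition at 20 µM, scaled per plate between control wells, above about 37%, limit read from the data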;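 further: 0% = DMSO with enzyme and substrate and 100% = substrate only without enzyme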
Target sequence (P54829 whole entry, looked up): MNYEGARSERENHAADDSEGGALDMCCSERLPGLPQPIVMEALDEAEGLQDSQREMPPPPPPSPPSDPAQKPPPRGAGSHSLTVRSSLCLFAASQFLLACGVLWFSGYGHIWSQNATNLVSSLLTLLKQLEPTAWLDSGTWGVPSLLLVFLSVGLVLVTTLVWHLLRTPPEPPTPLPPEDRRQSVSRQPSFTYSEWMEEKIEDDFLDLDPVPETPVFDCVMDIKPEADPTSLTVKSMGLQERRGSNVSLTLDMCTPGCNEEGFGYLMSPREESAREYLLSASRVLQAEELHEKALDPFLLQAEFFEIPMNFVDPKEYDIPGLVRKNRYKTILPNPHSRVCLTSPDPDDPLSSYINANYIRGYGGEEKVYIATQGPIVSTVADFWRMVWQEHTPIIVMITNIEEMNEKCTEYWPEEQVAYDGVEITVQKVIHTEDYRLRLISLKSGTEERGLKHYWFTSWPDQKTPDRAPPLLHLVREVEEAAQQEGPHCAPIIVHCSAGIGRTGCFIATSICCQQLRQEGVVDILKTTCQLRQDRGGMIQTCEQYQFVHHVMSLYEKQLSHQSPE
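medium = Bis-Tris buffer pH 6.0, 2.5 mM DTT, 0.005% Tween 20 | test system = STEP (striatal-enriched tyrosine phosphatase) enzyme, cell-free | measure = normalized % inhibition | compound dosing = 20 µM, 1% DMSO | also added = 25 µM OMFP | schedule = reaction 20 min, ambient temperature | measured by = fluorescence read at 480 nm ex / 540 nm em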
Tb MetRS inh – blocks T. brucei methionyl-tRNA synthetase activity. inhibition, % at 11.9 µM. actives 0.4% (n = 360,000). AID 624268. purified T. brucei MetRS, ATP depletion, Kinase-Glo luminescence;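 active means inhibition above a per-plate cutoff of the control wells' mean inhibition plus 3 SD, cut at about 5.5% in these data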;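 further: 0% = DMSO wells median and 100% = median of wells with control inhibitor compound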
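Material – parasite MetRS enzyme · Medium – HEPES-MgCl2-KCl buffer plus DTT, spermine, BSA, pyrophosphatase · Reagent – ATP, methionine and E. coli bulk tRNA substrates · Times – 15 min enzyme-compound preincubation, 2 h reaction, 10 min detection, 25 °C · Measured by – luminescence of leftover ATP · Evaluation – percent inhibition relative to median high and low control wells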
* marks the source's active call; other numbers are inactive results; i = inactive; x = no result given.

SMILES	Neddylation inh	SUMO1 PPI mod	NadD block	LMPTP inh	SKN-1 block	Scp-1 inhibitor	CendR NRP1 mod	DNMT1 block	STEP inh	Tb MetRS inh
O=C(NNC(=S)Nc1ccccc1Cl)c1ccccc1	i	1	-5	-0.3	9	-7	2	-1	-1	-0.3
CN(C(=O)COC(=O)c1ccc2c(c1)OCO2)C1CCCCC1	i	-3	-1	0.8	4	-2	4	0	-3	-0.1
CCN(CC(=O)Nc1c(F)cccc1F)C(=O)/C=C/c1ccc(Br)s1	i	-19	-5	-0.8	-11	-6	-10	0	0	-0.5
CCOC(=O)N1CCC(Nc2nc(OC)nc(OC)n2)CC1	i	-3	3	-1.2	17	-7	8	1	3	-0.6
Cn1cc(CN2CCC(C(=O)Nc3cccc(-c4cscn4)c3)CC2)cn1	i	1	-4	0.3	-4	-7	5	0	-3	-0.1
Cc1ccccc1C(=O)N1CCN(c2ccc(NC(=O)c3ccc4c(c3)OCCO4)cc2)CC1	i	-4	9	0.4	11	-2	13	-5	0	0.1
O=C1c2ccccc2C(=O)N1CCCc1c[nH]c2ccccc12	i	-13	-3	1.2	0	-14	-3	-7	10	-0.1
CCN(CC(=O)Nc1ccccc1C(F)(F)F)C(=O)c1cc(-c2ccccc2)nn1-c1ccccc1	i	3	-5	1.4	-6	-9	9	0	0	-0.2
OC(CNCc1ccccc1)Cn1ccc2ccccc21 (stereo unspecified)	i	-2	-2	-2.8	7	1	3	-3	-1	-0.5
COc1cc(/C=C2\SC(=O)N(Cc3ccc(F)cc3)C2=O)cc([N+](=O)[O-])c1O	i	-11	38*	40	6	40	20	-3	20	0.3
Cc1cc(C)cc(NC(=O)C/C(N)=N/O)c1	i	3	-4	0.4	0	0	5	-1	1	-0.7
CCOC(=O)c1c(C)n(C)c2ccc(OC)c(NC(=O)CN3CCC(C(=O)OCC)CC3)c12	i	3	3	-1.2	10	-1	-14	0	3	0.1
C=C1C(=O)O[C@@]23[C@H]1CC[C@@H](C)[C@@H]2CC[C@@]1(C)O[C@@H]31	i	2	3	0.2	-2	-2	-2	4	-2	0.1
Cc1cccc(C2N(c3nccs3)C(=O)C3CCCN32)c1 (stereo unspecified)	i	2	-1	-1.7	18	-4	-6	-2	2	-0.3
O=C(Nc1ccc2nc(-c3ccccn3)c(-c3ccccn3)nc2c1)N1CCOCC1	x	-9	7	0.1	12	-8	7	-2	3	0.4
Cc1cccc(/C=N/c2sc3c(c2C#N)CCN(Cc2ccccc2)C3)c1O	i	-1	10	4.8	17	-9	-112	-3	5	-0.4
O=S(=O)(Nc1ccccc1Cl)c1ccc(F)cc1	i	0	-6	-1.2	6	-4	0	-4	0	0.3
O=C(c1cccc([N+](=O)[O-])c1)c1ccc2c(c1)OCCOCCOCCOCCO2	i	-26	3	-1.8	-2	-5	0	-2	0	0.1
CCn1c(CCn2c3ccccc3c3ccccc32)n[nH]c1=S	i	24	13	-2.9	-1	6	40*	1	1	-0.7
COc1ccc(C(=O)/C(C#N)=N/Nc2ccc([N+](=O)[O-])cc2)cc1	i	-61	-3	73*	8	66*	-29	-2	96*	0.8
Cc1cc(C)n(CC(=O)Nc2ccc3c(c2)OCO3)c(=O)c1C#N	i	5	-2	-0.6	11	-6	11	2	-2	-0.1
O=C(N/C(=C/c1cn(-c2ccccc2)nc1-c1ccccc1)C(=O)N1CCOCC1)c1ccc(Cl)cc1Cl	i	0	4	0.4	-1	-5	11	24	-3	-0.1
CN(C)C(=O)c1ccc(NC(=O)c2ccccc2SCC(=O)N2CCCC2)cc1	i	-2	-5	-0.4	1	-7	-8	0	-2	-0.4
C=C[C@@H]1c2cc(C)ccc2N(S(=O)(=O)c2ccc(C)cc2)[C@H](c2ccccc2)C1(C#N)S(=O)(=O)c1ccccc1 (stereo partly specified)	i	2	21	1.4	2	-17	7	2	-1	-0.3
CCOc1ccccc1C(=O)Nc1nnc(C(C)C)s1	i	-3	2	0.3	-1	-9	11	-4	0	-0.2
SMILES	Neddylation inh	SUMO1 PPI mod	NadD block	LMPTP inh	SKN-1 block	Scp-1 inhibitor	CendR NRP1 mod	DNMT1 block	STEP inh	Tb MetRS inh
O=C(OCc1nnc(-c2ccccc2)o1)c1cn(-c2ccccc2)nc1-c1ccccc1	i	-5	-3	3.7	-9	-1	-1	-4	5	1.2
CS/C(=N\NC(N)=O)c1ccccc1	i	2	-3	-0.2	3	-4	10	4	-2	-0.6
CN1C(=O)C(C)(C)c2cc(S(=O)(=O)N3CCC(C(=O)NCc4ccc(Cl)cc4)CC3)ccc21	i	5	2	-0.6	13	-5	18	0	-1	0.0
O=C(c1cc(-c2ccccc2O)on1)N1CCCCCC1	i	-7	-2	0.5	0	-7	-8	2	0	-0.9
Cc1c(C(=O)NCc2ccc(C(F)(F)F)cc2)sc(=O)n1Cc1cccc(F)c1	i	1	0	2.9	7	x	-1	-3	1	-0.3
Cc1ccc(C(C(=O)NCC2CCCO2)N(C(=O)c2snc(C(N)=O)c2N)c2ccc(C)c(C)c2)o1 (stereo unspecified)	i	-8	-2	1.2	-2	-7	-6	-1	-2	-0.8
CCCNC(=O)C1(C)CCN(Cc2ccc(OC)c3ccccc23)C1 (stereo unspecified)	i	-10	-2	0.1	-1	x	5	-2	-1	-0.2
O=C(Cc1c(F)cccc1Cl)Nc1ccccc1C(=O)N1CCCCC1	i	2	0	-1.5	8	-2	2	6	-3	0.6
CC(OC(=O)Cc1n[nH]c(=O)c2ccccc12)C(=O)Nc1ccc(S(N)(=O)=O)cc1 (stereo unspecified)	i	0	-1	-2.2	7	-4	12	1	-1	-0.4
CCOC(=O)C1=NNC2(c3ccc(C)cc3)C(=O)N(c3ccc(Cl)cc3)C(=O)C12 (stereo unspecified)	i	7	-1	1.2	-5	-8	-15	5	-6	-0.6
C=CCn1c(COc2ccccc2F)nnc1SCC(=O)N1CC(=O)Nc2ccccc21	i	3	0	-0.5	-11	-4	0	-1	-2	0.6
Cc1ccc(S(=O)(=O)C(C#N)c2nc3ccccc3nc2N2CCCC2)cc1 (stereo unspecified)	x	9	13	1.5	19	4	-55	-29	-3	0.7
COc1cc(/C=N/NC(=O)c2ccncc2)ccc1OC(=O)c1cc(OC)c(OC)c(OC)c1	i	-3	-5	0.6	-6	-9	-1	0	1	-0.2
O=C(Nc1ccnn1C1CCN(C/C=C/c2ccc(F)cc2)CC1)C1CCCC1	i	2	-3	0.1	-16	5	8	0	-4	-0.8
O=C(NCc1ccccn1)C(=O)NCC1OCCN1S(=O)(=O)c1ccc(Cl)cc1 (stereo unspecified)	i	1	-8	0.4	0	-4	-15	0	1	-0.1
COc1ccc(-c2nn(-c3ccccc3)cc2C(=O)N2CCOCC2)cc1	i	2	-2	-0.8	3	-10	2	0	4	0.1
COc1ccc(C(C)=O)cc1CSc1nc(C)cc(C)n1	i	5	0	-0.7	-4	-5	9	3	0	0.6
CCOC(=O)Cc1csc(NC(=O)c2ccc3ncsc3c2)n1	i	0	-9	0.1	-14	7	-6	-2	0	-0.6
COc1cccc(CNCCO)c1OCc1ccccc1	i	11	-4	-0.2	7	1	-4	4	1	-0.9
CN(CCCN1CCCCC1)C(=O)c1cc(COc2ccc(F)cc2F)on1	i	-2	-5	-3.3	-9	-8	-2	0	-3	-0.3
CCCCc1cc(=O)oc2c(CN3CCN(C)CC3)c(O)ccc12	x	2	-7	-1.0	17	1	0	1	0	-0.8
CN1CCC23c4ccccc4NC1C21CCN(C)C3Nc2ccccc21	i	2	6	0.8	-5	1	10	-2	1	-0.2
O=C(Oc1cccc(NC(=O)c2ccco2)c1)c1cccc(S(=O)(=O)N2CCCCC2)c1	i	2	-3	1.8	28	-10	13	-12	-3	-0.8
CSc1ncccc1C(=O)OCC(=O)Nc1cc(C(F)(F)F)ccc1N1CCOCC1	i	1	-6	0.6	3	10	4	-5	1	-0.5
O=[N+]([O-])c1ccc(/C=N/Nc2ncccc2[N+](=O)[O-])s1	i	-30	0	4.5	8	0	-5	1	-1	0.5

Part of the list above, with two lines to a compound:
Each structure is followed by: Neddylation inh, SUMO1 PPI mod, NadD block, LMPTP inh, SKN-1 block, Scp-1 inhibitor, CendR NRP1 mod, DNMT1 block, STEP inh, Tb MetRS inh
O=C(Nc1ccnn1C1CCN(C/C=C/c2ccc(F)cc2)CC1)C1CCCC1
  i, 2, -3, 0.1, -16, 5, 8, 0, -4, -0.8
O=C(c1cc(-c2ccccc2O)on1)N1CCCCCC1
  i, -7, -2, 0.5, 0, -7, -8, 2, 0, -0.9
CN1CCC23c4ccccc4NC1C21CCN(C)C3Nc2ccccc21
  i, 2, 6, 0.8, -5, 1, 10, -2, 1, -0.2
O=C(Cc1c(F)cccc1Cl)Nc1ccccc1C(=O)N1CCCCC1
  i, 2, 0, -1.5, 8, -2, 2, 6, -3, 0.6

Next results.
SMILES	Neddylation inh	SUMO1 PPI mod	NadD block	LMPTP inh	SKN-1 block	Scp-1 inhibitor	CendR NRP1 mod	DNMT1 block	STEP inh	Tb MetRS inh
CC(C)OC(=O)c1cc2c(ccn2C)n1CC(=O)N(Cc1ccccc1)c1ccc(F)cc1	i	5	-3	6.1	3	-4	0	-4	-1	-0.7
O=C(c1cc2nc(-c3ccco3)cc(C(F)(F)F)n2n1)N1CCCc2ccccc21	i	-4	0	0.2	-6	1	8	0	0	0.2
CCOc1ccc(C(=O)C(C)OC(=O)c2cnc(C)cn2)cc1 (stereo unspecified)	i	2	-4	-1.2	-14	-6	2	1	3	-0.4
CN(C)C(CNC(=O)CSc1nnc(-c2ccco2)o1)c1ccccc1 (stereo unspecified)	i	1	-4	-0.1	4	0	12	2	1	-0.5
CC1CN(CC(=O)NCc2ccccc2)CC(C)O1 (stereo unspecified)	i	3	-5	0.2	-1	-3	4	1	-5	1.2
COc1ccc(OCC(=O)Nc2ccc3c(c2)nc(CCNC(C)=O)n3C)cc1	i	0	-1	-0.3	3	-1	8	2	0	-0.5
CC(=O)N(C)c1ccc(N=Nc2c(C)[nH]n(C(N)=S)c2=O)cc1	i	-27	-1	-1.1	14	-9	2	-3	1	0.3
O=C1NC(Cc2ccc(O)cc2)c2nc3ccc(F)cc3c(=O)n2-c2ncccc21 (stereo unspecified)	i	-4	1	-0.3	9	x	7	6	-1	-0.8
COc1ccc(-n2c(=S)[nH]c3cc(C(=O)O)ccc3c2=O)cc1	i	2	7	-0.1	13	-7	4	-2	-1	1.1
CC(C)=C[C@H]1C[C@H](C)[C@H]2CC[C@H](C)c3c(O[C@@H]4OC[C@@H](O)[C@H](O)C4O)c(O)c(C)c1c32 (stereo partly specified)	i	3	-8	1.6	14	-6	9	-5	-3	-0.3
